Screening data deposited in PubChem BioAssay by several laboratories.
C-LANA FP = KSHV C-LANA DNA binding inhibition; MBP-C-LANA/FAM-LBS DNA binding, fluorescence polarization; inhibition, % at 9 µM; 340,000 compounds, 0.078% hits; AID 504423;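 active = highest replicate inhibition at or above 60% at 9 µM, even if other replicates fall short; inactive = all replicates below 60% inhibition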;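 also: 0% = neutral control wells and 100% = 4 µM acridine orange control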
PKA-R2B activ = PKA-R2B complex activation; P22694+P31323; PKA-R2B holoenzyme dissociation, Cy5-IP20 fluorescence polarization; R2B truncated from residue 108, S112A mutant; 0% DMSO only, 100% 113 µM cGMP; activation, % at 11.4 µM; 340,000 compounds, 0.079% hits; AID 504700;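 active = activation above a cutoff set at the mean over all compounds plus 3 SD, cut at about 18% in these data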;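 also: higher means more holoenzyme dissociation and a rise in polarization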
Target sequence (P31323 whole entry, looked up, other chains not shown, the tested form may be a part): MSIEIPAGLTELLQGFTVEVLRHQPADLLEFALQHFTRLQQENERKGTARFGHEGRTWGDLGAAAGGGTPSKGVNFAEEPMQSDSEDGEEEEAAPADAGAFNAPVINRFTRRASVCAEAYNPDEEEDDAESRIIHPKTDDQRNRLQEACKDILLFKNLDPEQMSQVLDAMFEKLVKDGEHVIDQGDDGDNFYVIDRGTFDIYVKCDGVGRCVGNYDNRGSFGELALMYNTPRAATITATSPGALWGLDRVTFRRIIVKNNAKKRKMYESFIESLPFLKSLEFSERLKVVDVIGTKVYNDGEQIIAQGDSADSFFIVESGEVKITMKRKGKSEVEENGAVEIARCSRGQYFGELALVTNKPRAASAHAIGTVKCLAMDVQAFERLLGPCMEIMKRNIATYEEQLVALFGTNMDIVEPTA
Keap1-Nrf2 PPI = inhibitors of human Keap1-Nrf2 protein-protein interaction. inhibition, % at 9.4 µM. 340,000 compounds, 0.15% hits. Q14145. Keap1 Kelch-Nrf2 peptide fluorescence polarization, 1536-well; in the data active = inhibition above about 12%;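 also: human Keap1 Kelch domain with fluorescein labeled Nrf2 9mer peptide probe; 0% = neutral control wells and 100% = peptide positive control; higher means more block of Keap1 binding to Nrf2 peptide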
Target sequence (Q14145 whole entry, looked up, the tested form may be a part): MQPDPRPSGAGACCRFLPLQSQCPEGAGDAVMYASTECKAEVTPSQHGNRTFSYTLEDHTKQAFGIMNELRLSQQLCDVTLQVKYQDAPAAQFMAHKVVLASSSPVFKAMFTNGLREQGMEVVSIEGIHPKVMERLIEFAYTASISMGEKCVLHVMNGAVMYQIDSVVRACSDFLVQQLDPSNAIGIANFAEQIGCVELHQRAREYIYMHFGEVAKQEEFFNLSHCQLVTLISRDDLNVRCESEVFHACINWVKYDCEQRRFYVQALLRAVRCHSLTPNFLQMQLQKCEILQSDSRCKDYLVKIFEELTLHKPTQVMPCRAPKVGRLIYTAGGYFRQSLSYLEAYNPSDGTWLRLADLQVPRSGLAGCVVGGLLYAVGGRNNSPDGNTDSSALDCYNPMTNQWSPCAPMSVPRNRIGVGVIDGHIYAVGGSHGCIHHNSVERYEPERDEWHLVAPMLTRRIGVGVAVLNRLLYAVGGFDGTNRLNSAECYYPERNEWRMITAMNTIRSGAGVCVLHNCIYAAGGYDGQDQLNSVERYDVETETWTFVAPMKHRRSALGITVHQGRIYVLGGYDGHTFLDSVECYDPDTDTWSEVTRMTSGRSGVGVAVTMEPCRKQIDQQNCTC
NSD2 inh = blocks human histone methyltransferase NSD2; O96028; NSD2 peptide methylation, AlphaScreen, 120 min; inhibition, % at 12.5 µM; 310,000 compounds, 0.54% hits; AID 743445; in the data active = inhibition above about 50%
DAGLB inh = blocks human DAGLB lipase activity; Q8NCG7; HEK293T DAGLB membrane lysate, EnzChek fluorogenic substrate; inhibition, % at 5.17 µM; 340,000 compounds, 0.059% hits; AID 504411; in the data active = inhibition above about 34%;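 also: 0% = enzyme with vehicle and 100% = wells lacking enzyme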
SR-BI uptake up = activators of SR-BI mediated HDL lipid uptake | activation, % at 12.5 µM | AID 504775 | CHO ldlA[mSR-BI] cells, DiI-HDL uptake fluorescence, 3 h; 100 = double the neutral-control signal | 320,000 compounds, 0.096% hits;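 active = mean replicate activation of at least 60% and every replicate at or above 60%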;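 also: 0% = median plate neutral-control signal and 100% = twice that signal; values of inactives mirror those of a sister screen read the other way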
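material = CHO ldlA[mSR-BI] cells | medium = Ham's F12 with 0.5% BSA, HEPES 25 mM, pH 7.4 | reagent = fluorescent DiI-HDL, 10 µg/mL final | compound dosing = single-point compound dose | incubation = 3 h, 37 °C | measured by = bottom-read fluorescence, 550/595 nm | measure = HDL uptake via cellular fluorescence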
Arr AP2 block = blocks beta-arrestin peptide binding to AP2 adaptin. inhibition, % at 10 µM. FITC-arrestin peptide / GST-AP2 beads, flow cytometry; AP2 beta2 appendage carries R879A mutation. 340,000 compounds, 0.31% hits;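 active = inhibition above a set limit, near 3 SD of compounds lacking own fluorescence, cut at about 54% in these data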;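 also: plate controls were DMSO wells for no effect and 5 µM unlabelled arrestin peptide for full effect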
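test system = AP2 appendage R879A on GSH beads | buffer or medium = PBS plus Tween 20 (0.05%) and BSA (0.1%) | incubation = 12 min plus 1 h, RT | detection = bead flow cytometry, FITC channel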
PvdQ acylase = blocks Pseudomonas aeruginosa PvdQ acylase activity; purified PvdQ acylase, fluorescence plate reader; 340,000 compounds, 0.063% hits; inhibition, % at 10 µM; in the data active = inhibition above about 30%, passing the limit was not always enough;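 also: 0% = vehicle neutral wells and 100% = reference inhibitor wells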
SR-BI DiI inh = inhibitors of mouse SR-BI mediated HDL lipid uptake | 320,000 compounds, 0.96% hits | ldlA[mSR-BI] CHO cells, DiI-HDL uptake fluorescence, 3 h | AID 488896 | Q61009 | inhibition, % at 12.5 µM;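 active = mean replicate inhibition of at least 70% and a set share of replicates each scoring 70 or more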;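 also: 0% = median of neutral control wells and 100% = median of positive control wells; values of inactives mirror those of a sister screen read the other way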
Cardiac RTF inh = cardiac RTF calcium desensitization; 340,000 compounds, 0.12% hits; IANBD-labeled cardiac RTF, Ca2+ fluorescence; AID 493244; inhibition, % at 7.15 µM;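 active = inhibition above the mean inhibition of all tested compounds plus 3 SD, cut at about 17% in these data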;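 also: assay run at fixed EC70 calcium of 1.6 mM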
Numbers without * were called inactive; x = no result given.

SMILES	C-LANA FP	PKA-R2B activ	Keap1-Nrf2 PPI	NSD2 inh	DAGLB inh	SR-BI uptake up	Arr AP2 block	PvdQ acylase	SR-BI DiI inh	Cardiac RTF inh
CN(C)C(=O)c1c(NC(=O)c2ccco2)sc2c1CCCCC2	1.3	2	-5	-4	-2	-31	0	-10	31	-11
CC(/C=N/NC(=O)c1cc(-c2ccc3ccccc3c2)n[nH]1)=C\c1ccco1	-0.6	-2	4	-1	3	-44	17	-9	44	6
CCc1cc(C(=O)OCC(=O)N2CCC(c3ccccc3)=N2)sc1C	-1.3	-2	-5	-3	-4	-11	-2	-6	11	-5
O=C(NCc1nnc(SCC(=O)N2CCCc3ccccc32)o1)c1c(F)cccc1Cl	-0.5	-6	-6	-1	0	-17	0	-18	17	-2
Cc1ccc(NC(=S)NCCSc2ccc(Cl)cc2)cc1	-6.0	3	5	0	-9	-18	5	3	18	0
Cc1cccc(NCc2ccccc2OCc2ccccc2F)c1	-2.4	9	2	5	-14	-41	-4	-12	41	-26
CC1(C)CC(=O)C(C(N)=NC(=O)c2ccc([N+](=O)[O-])cc2)=C(O)C1	-0.8	3	-3	-3	-1	27	-11	-17	-27	-4
O=c1cnc2cc([N+](=O)[O-])ccc2[nH]1	1.1	-13	1	-4	3	2	3	-6	-2	-4
CCN(Cc1ccncc1)Cc1cn[nH]c1-c1cc(OC)c(OC)c(OC)c1	-0.8	5	0	1	0	3	-4	-6	-3	-9
CC(C)(Oc1ccc(Cl)cc1)C(=O)O/N=C(\N)c1ccncc1	-0.1	-7	1	-5	-4	x	8	8	x	9
O=C(c1ccc(F)cc1)N1CCN(c2ncccn2)CC1	-0.5	0	-1	-2	-1	-19	22	-8	19	-3
Cc1ccn2cc(CCNC(=O)CC3CCCCC3)nc2c1	13	-17	1	-2	0	22	-6	-7	-22	-7
COc1ccc(CNC(=O)C(C)n2nc(C)c3c(C)n(-c4ccc(C)cc4)nc3c2=O)cc1 (stereo not drawn)	1.7	9	-9	0	1	-43	-4	-12	43	8
COc1ccccc1NC(=O)c1ccc(NC(=O)CN2CCN(C(=O)c3ccco3)CC2)cc1	-1.3	2	-2	-7	0	-79	50	5	79*	5
CC(=O)N1CCCc2cc(S(=O)(=O)Nc3ccc(C)cc3C)ccc21	-1.4	-6	2	-1	-2	11	-8	-12	-11	3
CCOC(=O)C1(Cc2cccc(Cl)c2)CCCN(C(=O)CCN2CCCC2=O)C1 (stereo not drawn)	-0.4	-11	0	-1	0	45	0	-14	-45	-3
COC1=C(Nc2ccc(C)cc2)C(=O)c2ccccc2C1=O	0.5	7	4	78*	12	-15	-9	-9	15	-3
Cn1c(=O)[nH]c(=O)c2c1nc(N1CCCC1)n2CCCSc1nnnn1-c1ccccc1	0.4	-4	-4	x	-1	25	1	-12	-25	-24
C=C1C(=O)[C@@]23[C@H](O)C[C@@H]4C(C)(C)CC[C@H](O)[C@]4(C)[C@@H]2C[C@H](O)[C@@H]1[C@H]3O	0.2	-7	-28	x	2	19	24	-5	-19	-3
C=C(C)c1cccc(C(C)(C)NC(=O)N2CCN(c3ncccn3)CC2)c1	0.2	4	4	-2	-3	6	6	-7	-6	2
COCCCn1c(C2CCCCC2)nc2oc3cc(OC)ccc3c(=O)c2c1=O	-1.7	-7	-3	1	-1	-46	3	16	46	-2
CC(=O)c1c(C)[nH]c(C(=O)OCC(=O)c2c[nH]c3ccccc23)c1C	-0.1	10	-1	0	1	-54	1	-7	54	6
CC(=O)Nc1ccc(C=NNc2nnc(NN=Cc3ccc(NC(C)=O)cc3)c3ccccc23)cc1	-6.4	-12	1	-2	-1	-45	-5	4	45	-5
Cn1nccc1NC(=O)Nc1cccc(Cl)c1	-2.0	1	1	-1	1	33	2	-8	-33	-2
c1ccc(CC2CCN(c3nnnn3-c3ccccc3)CC2)cc1	1.7	-11	-2	-2	-15	-23	32	15	23	-2
O=C(O)c1ccc(S(=O)(=O)c2ccc3c(c2)C(=O)N(c2ccccc2[N+](=O)[O-])C3=O)cc1	-0.6	0	-4	2	1	13	4	-8	-13	0
CCOC(=O)CSc1nnc(CNC(=O)c2cccs2)n1CCc1ccccc1	-1.1	-14	3	x	-2	6	5	-2	-6	4
CCCCC/S(CC1CC1(Cl)Cl)=N\S(=O)(=O)c1ccc(C)cc1 (stereo not drawn)	-0.9	2	1	1	-2	7	32	22	-7	-23
COc1ccc(S(=O)(=O)N2CCCC2=O)cc1N(C)S(C)(=O)=O	-0.1	-1	-5	0	0	7	-13	-22	-7	-7
CCOc1nc(NC(=O)NS(=O)(=O)Oc2ccccc2Cl)nc(-c2ccccc2)n1	-1.4	-1	-6	-6	-1	6	8	-13	-6	-2
CN(CCOc1ccccc1)C(=O)c1cc(COc2c(F)cccc2F)on1	-1.2	-8	0	-7	-4	13	0	-17	-13	-4
COc1ccc(CC(=O)Nc2nc(-c3ccc(F)c(F)c3)cs2)cc1OC	0.7	-5	-3	17	-3	-29	24	-1	29	-2
Cc1cc(=O)n2c(C(=O)Nc3ccc(C(=O)OC(C)C)cc3)c(C(=O)Nc3ccccc3)sc2n1	-0.7	3	-3	-4	-3	-11	-15	-8	11	-9
COC(=O)c1cn(C(=O)c2ccc(F)cc2)c2ccccc12	0.2	2	3	-8	2	-25	-21	-16	25	-7
Cn1nc(C(=O)OCC(=O)Nc2cccc(S(=O)(=O)N3CCCC3)c2)c2ccccc2c1=O	-0.9	-7	1	-1	-2	x	6	-3	x	-13
CC(C)(C)C1CCC(OC(=O)CN2CCCCC2)CC1 (stereo not drawn)	-0.6	-11	-1	-1	-1	8	11	-8	-8	4
O=C(NNC(=O)c1ccncc1)Nc1cc(Cl)ccc1Cl	2.5	6	0	2	3	24	-7	-11	-24	-8
Cc1ccc(NC(=O)C(Nc2cccc(C)c2)c2ccccc2)cc1 (stereo not drawn)	0.3	-1	0	0	-4	4	29	2	-4	-8
CC(=O)C1=C(C)NC(SCC(N)=O)=C(C#N)C1c1cccnc1 (stereo not drawn)	0.4	-5	-8	-10	1	18	0	-11	-18	-5
CCOC(=O)c1ccc(N=c2sc(C(=O)OC)cc(=O)n2Cc2ccco2)cc1	1.1	-7	-4	x	-2	10	3	-10	-10	-4

One compound at a time (already shown). Values in the order: C-LANA FP	PKA-R2B activ	Keap1-Nrf2 PPI	NSD2 inh	DAGLB inh	SR-BI uptake up	Arr AP2 block	PvdQ acylase	SR-BI DiI inh	Cardiac RTF inh
Entry for Cn1nc(C(=O)OCC(=O)Nc2cccc(S(=O)(=O)N3CCCC3)c2)c2ccccc2c1=O : -0.9	-7	1	-1	-2	x	6	-3	x	-13
Entry for Cc1cc(=O)n2c(C(=O)Nc3ccc(C(=O)OC(C)C)cc3)c(C(=O)Nc3ccccc3)sc2n1 : -0.7	3	-3	-4	-3	-11	-15	-8	11	-9
Entry for Cn1nccc1NC(=O)Nc1cccc(Cl)c1 : -2.0	1	1	-1	1	33	2	-8	-33	-2
Entry for O=C(NNC(=O)c1ccncc1)Nc1cc(Cl)ccc1Cl : 2.5	6	0	2	3	24	-7	-11	-24	-8
Entry for CN(CCOc1ccccc1)C(=O)c1cc(COc2c(F)cccc2F)on1 : -1.2	-8	0	-7	-4	13	0	-17	-13	-4

The list goes on.
SMILES	C-LANA FP	PKA-R2B activ	Keap1-Nrf2 PPI	NSD2 inh	DAGLB inh	SR-BI uptake up	Arr AP2 block	PvdQ acylase	SR-BI DiI inh	Cardiac RTF inh
Cc1cc(Br)cn2ccnc12	-0.6	-8	-4	0	0	34	-2	-12	-34	-10
CC(C)(C)c1cc(C(=O)N/N=C/c2ccc(-c3ccccc3[N+](=O)[O-])o2)n[nH]1	1.9	2	0	8	2	-32	-4	-12	32	-5
CC1CCCCN1CC(=O)Nc1ccccc1Sc1ccccc1 (stereo not drawn)	2.9	2	-4	-3	-14	10	-12	-11	-10	-9
Cc1cc(C(=O)NCC(=O)OC(C(=O)Nc2cc(C(F)(F)F)ccc2Cl)c2ccccc2)ccc1[N+](=O)[O-] (stereo not drawn)	1.8	0	4	2	-6	-30	24	5	30	-6
COc1ccc(-c2nc(CS(=O)(=O)CC(=O)NCCc3ccc(C)cc3)c(C)o2)cc1	-2.7	-3	-3	9	0	x	2	-9	99*	-7
CC[C@H](C)[C@H](NC(=O)c1ccc(Cl)cc1)C(=O)OCC(=O)c1ccc2c(c1)NC(=O)CO2	0.2	-4	1	-4	0	-86	0	-5	86*	2
COc1ccc(CN(C)C(=O)c2cc(S(=O)(=O)N3CCOCC3)ccc2N2CCCC2)cc1	0.4	-11	-3	1	-3	5	6	-1	-5	-35
CCc1cc2c(NCC(=O)O)ncnc2s1	0.7	8	1	-1	-3	17	7	10	-17	1
CC1(C)C(=O)N(c2ccccc2F)C(=O)c2ccccc21	2.2	-7	-5	-6	-2	-8	8	2	8	-2
C=C1CCN([C@H](C(=O)NCc2ccc(Cl)cc2)C(C)C)S(=O)(=O)c2ccccc21	0.2	11	-8	x	-1	9	-2	-12	-9	-10
CCN(CC(=O)Nc1cc(Cl)ccc1C)C(=O)CSCc1ccc(C)cc1	1.2	2	-1	0	-5	-11	17	14	11	0
Cc1cc(C)cc(NC(=O)N(C)Cc2ccccc2)c1	0.2	x	0	-2	x	7	22	-16	-7	x
C[C@@H](C(=O)N1CCN(Cc2ccc3c(c2)OCO3)CC1)n1nnc2ccccc2c1=O	0.4	-2	6	31	-1	-1	9	-12	1	-14
CC(C)Cc1csc(NC(=O)c2ccccc2Cl)c1C(=O)O	0.2	2	-3	0	4	47	4	-3	-47	-7

Taken from above for reference:
SMILES	C-LANA FP	PKA-R2B activ	Keap1-Nrf2 PPI	NSD2 inh	DAGLB inh	SR-BI uptake up	Arr AP2 block	PvdQ acylase	SR-BI DiI inh	Cardiac RTF inh
Cc1cc(Br)cn2ccnc12	-0.6	-8	-4	0	0	34	-2	-12	-34	-10
CC(C)(C)c1cc(C(=O)N/N=C/c2ccc(-c3ccccc3[N+](=O)[O-])o2)n[nH]1	1.9	2	0	8	2	-32	-4	-12	32	-5
CC1CCCCN1CC(=O)Nc1ccccc1Sc1ccccc1 (stereo not drawn)	2.9	2	-4	-3	-14	10	-12	-11	-10	-9
